# High-throughput results as filed in PubChem.
# PRC2 inh – EZH2 (human) methyltransferase inhibition; Q15910; PRC2 H3K27 methylation, DELFIA TRF, 1 h; inhibition, % at 12.5 µM; actives 0.35% (n = 57,000); AID 651548;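 active = mean inhibition of replicates at least 50% and every single replicate also reaching 50%; inconclusive = mean inhibition at least 50% but some replicate falls below 50%; inactive = mean inhibition under 50%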;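 note: dimethyl H3K27 on biotinylated H3 21-44 peptide detected by antibody; plate controls were median neutral control wells for no effect and median positive control wells for full effect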
# IDH1 R132H inh – IDH1 R132H (human) inhibition. O75874. IDH1 R132H reductase, diaphorase/resazurin fluorescence, 60 min. inhibition, % at 10 µM. actives 0.18% (n = 70,000). AID 624101; in the data active = inhibition above about 34%; inconclusive = no clear call, values can overlap the other calls; inactive = below about 11%;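 note: 0% = DMSO and 100% = no enzyme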
# Target sequence (O75874 whole entry R132H): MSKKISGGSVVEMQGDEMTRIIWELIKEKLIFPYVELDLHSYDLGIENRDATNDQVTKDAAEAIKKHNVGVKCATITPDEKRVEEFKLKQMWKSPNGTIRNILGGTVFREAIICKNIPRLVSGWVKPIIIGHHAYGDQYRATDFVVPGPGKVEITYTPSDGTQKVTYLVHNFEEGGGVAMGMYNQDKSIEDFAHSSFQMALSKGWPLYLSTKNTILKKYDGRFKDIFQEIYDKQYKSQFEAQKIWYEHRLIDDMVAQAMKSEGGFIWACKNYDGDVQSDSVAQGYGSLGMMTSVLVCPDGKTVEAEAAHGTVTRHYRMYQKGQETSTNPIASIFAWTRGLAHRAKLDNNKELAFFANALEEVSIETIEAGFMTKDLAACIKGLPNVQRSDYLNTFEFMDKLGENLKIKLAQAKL
# Numbers without * were called inactive; ? = inconclusive; . = no result given.
Molecule | PRC2 inh | IDH1 R132H inh
CO[C@@H]1CN(C)C(=O)c2cc(NC(=O)c3cnccn3)ccc2OC[C@H](C)NC[C@H]1C | 2 | -0.3
O=S(=O)(NCC[C@H]1CC[C@@H](NS(=O)(=O)c2ccccc2Cl)[C@@H](CO)O1)c1ccc(F)cc1 | 0 | 0.2
COC(=O)CN(c1ccc(C)cc1)S(=O)(=O)c1ccccc1 | 3 | -0.5
C[C@H](CO)N1C[C@H](C)[C@H](CN(C)C(=O)Nc2ccc3c(c2)OCO3)Oc2ncc(C#Cc3cccc(F)c3)cc2C1=O | -27 | 0.3
O=C(C[C@H]1C=C[C@@H](NC(=O)Nc2cc(F)ccc2F)[C@@H](CO)O1)NCc1ccc2c(c1)OCO2 | 8 | -0.1
CCc1c(C)nc(SCC(=O)Nc2ccc(C(=O)OC)cc2)[nH]c1=O | -17 | 0.4
COc1ccc(NC=O)c(CS(=O)(=O)c2ccc(C)cc2)n1 | ? | -1.0
CO[C@H]1CN(C)C(=O)c2cc(NC(=O)C3CC3)ccc2OC[C@@H](C)N(Cc2nccs2)C[C@H]1C | -15 | 0.1
O=C(C1=C[C@H](c2ccc3c(c2)Cc2ccccc2-3)C[C@H](OCc2ccc(CO)cc2)O1)N1CCCCC1 | 28 | .
C[C@H](CO)N1C[C@H](C)[C@@H](CN(C)S(=O)(=O)c2ccc(Cl)cc2)Oc2ccc(NC(=O)Cc3cn(C)c4ccccc34)cc2C1=O | . | -27
COC(=O)c1ccc(NC(=O)CN(c2ccc(C)c(Cl)c2)S(C)(=O)=O)cc1 | 17 | -0.3
CO[C@@H]1CN(C)C(=O)c2ccc(NC(=O)c3cc(C)on3)cc2OC[C@@H](C)N(C(=O)C2CC2)C[C@H]1C | -11 | 0.0
C[C@@H]1CN([C@@H](C)CO)C(=O)c2cc(C#CC3(O)CCCC3)cnc2O[C@@H]1CN(C)Cc1ccccn1 | 0 | 0.1
CN(C)CC(=O)N[C@@H]1CC[C@@H](CCn2cc(C3CC3)nn2)O[C@@H]1CO | -6 | -0.1
CCCC#Cc1ccc2c(c1)O[C@H](CN(C)C(=O)COC)[C@H](C)CN([C@H](C)CO)S2(=O)=O | 15 | 0.5

# Copied from the list.
# Under PRC2 inh, CO[C@@H]1CN(C)C(=O)c2cc(NC(=O)c3cnccn3)ccc2OC[C@H](C)NC[C@H]1C has 2
# Under PRC2 inh, O=C(C1=C[C@H](c2ccc3c(c2)Cc2ccccc2-3)C[C@H](OCc2ccc(CO)cc2)O1)N1CCCCC1 has 28

# Continuation:
Molecule | PRC2 inh | IDH1 R132H inh
CNC[C@H]1Oc2ccc(NC(=O)C3CC3)cc2C(=O)N([C@@H](C)CO)C[C@@H]1C | 11 | 0.5
C[C@H](CO)N1C[C@H](C)[C@@H](CN(C)C(=O)Cc2cccnc2)Oc2ncc(C#CCc3ccccc3)cc2C1=O | -8 | 0.6
Cc1noc(C)c1NC(=O)N(C)C[C@@H]1Oc2c(NC(=O)c3ccc(-c4nccs4)cc3)cccc2C(=O)N([C@@H](C)CO)C[C@H]1C | . | 0.6
O=C(CNS(=O)(=O)c1cccc(C(F)(F)F)c1)Nc1ccccc1F | . | 0.1
C[C@@H](NC(=O)C[C@@H]1C=C[C@H](NS(=O)(=O)c2cccc(F)c2)[C@H](CO)O1)c1ccccc1 | -6 | 0.0
Cc1noc(C)c1NC(=O)Nc1ccc2c(c1)C(=O)N([C@@H](C)CO)C[C@H](C)[C@H](CN(C)Cc1ccccc1)O2 | 20 | .
CCc1ccc(OCC(=O)Nc2ccc(-c3nc4ccccc4s3)c(O)c2)cc1 | 17 | 0.2
Cn1c(=O)c2c(nc(NCc3cccnc3)n2Cc2ccc(F)cc2)n(C)c1=O | . | 22
O=C(N/N=C/c1cccc(Oc2ccccc2)c1)c1ccccn1 | -1 | .
C[C@H](CO)N1C[C@H](C)[C@H](CN(C)Cc2ccc(Cl)c(Cl)c2)Oc2ccc(NC(=O)Cn3cnnn3)cc2C1=O | -3 | -0.1
C[C@@H]1CN([C@H](C)CO)C(=O)c2cc(NC(=O)Nc3cccc4ccccc34)ccc2O[C@H]1CN(C)Cc1ccc(C(=O)O)cc1 | 1 | .
C[C@@H]1CN([C@@H](C)CO)C(=O)c2cccc(NS(=O)(=O)c3cccs3)c2O[C@@H]1CN(C)CC1CCCCC1 | -7 | .
O=C(CSc1nc2ccccc2c(=O)[nH]1)Nc1ccc(F)c(Cl)c1 | 31 | -0.2
CN(C)c1ccc2c(c1)[C@@H]1C[C@H](CC(=O)N3CCc4ccccc4C3)O[C@H](CO)[C@@H]1O2 | -27 | -2.9
C[C@@H]1CN([C@H](C)CO)C(=O)c2cc(Br)cnc2O[C@@H]1CN(C)S(=O)(=O)c1ccc(F)cc1 | 3 | -3.1

# Continuation:
Molecule | PRC2 inh | IDH1 R132H inh
C[C@@H]1CN([C@@H](C)CO)C(=O)c2cccc(NC(=O)Nc3ccc(F)cc3)c2O[C@H]1CN(C)C(=O)Nc1ccc(F)cc1 | . | -1.0
C[C@H](NC(=O)C[C@H]1C=C[C@@H](NS(=O)(=O)c2cccc(F)c2)[C@H](CO)O1)c1ccccc1 | 2 | 0.0
C[C@@H]1CN([C@H](C)CO)C(=O)c2cc(NC(=O)Nc3ccc(F)cc3)ccc2O[C@@H](C)CCCCO[C@H]1CN(C)Cc1ccc2c(c1)OCO2 | . | 2.3
CN(C)C(=O)C[C@H]1C=C[C@@H](NC(=O)C2CC2)[C@@H](CO)O1 | -7 | 0.0
C[C@@H]1CCCCO[C@@H](CN(C)Cc2ccccc2)[C@H](C)CN([C@H](C)CO)C(=O)c2cc(NS(=O)(=O)c3cccs3)ccc2O1 | . | 1.7
Cc1noc(C)c1NC(=O)Nc1ccc2c(c1)CC(=O)N([C@@H](C)CO)C[C@H](C)[C@@H](CN(C)Cc1ccncc1)O2 | -2 | 4.4
COc1cccc(S(=O)(=O)N[C@@H]2CC[C@@H](CC(=O)NC3Cc4ccccc4C3)O[C@H]2CO)c1 | 11 | -0.3
COc1ccc(OC)c(NC(=O)CN(c2ccc(Br)c(C)c2)S(C)(=O)=O)c1 | 17 | -0.4
C[C@@H]1CN([C@H](C)CO)C(=O)c2cc(-c3ccc(F)cc3)cnc2O[C@H]1CN(C)Cc1ccc(C(=O)O)cc1 | -19 | -0.4
CCC(=O)Nc1ccc2c(c1)OC[C@@H](C)N(Cc1cncnc1)C[C@H](C)[C@H](OC)CN(C)C2=O | 6 | 0.5
C[C@H]1CN([C@@H](C)CO)C(=O)c2cc(NC(=O)Cc3ccccc3)ccc2O[C@H]1CN(C)Cc1ccc(C(=O)O)cc1 | -4 | -0.3
C[C@@H]1CN([C@@H](C)CO)C(=O)c2cc(NC(=O)C3CCCCC3)ccc2O[C@H]1CN(C)S(=O)(=O)c1ccccc1 | -8 | .
C[C@@H]1CN([C@H](C)CO)S(=O)(=O)c2ccc(C#Cc3ccccn3)cc2O[C@H]1CN(C)Cc1ccccc1 | . | 0.0
COc1ccccc1-c1cnc2c(c1)C(=O)N([C@@H](C)CO)C[C@H](C)[C@@H](CN(C)Cc1cccnc1)O2 | -3 | -0.1
C[C@H](CO)N1C[C@H](C)[C@H](CN(C)C)Oc2ncc(-c3ccccc3F)cc2C1=O | 10 | -2.2

# Following part
Molecule	PRC2 inh	IDH1 R132H inh
COc1cccc(S(=O)(=O)N[C@H]2CC[C@@H](CCNC(=O)Nc3cc(F)ccc3F)O[C@H]2CO)c1	-16	0.1
C[C@@H]1CN([C@@H](C)CO)C(=O)c2cc(NC(=O)Nc3ccc(C(F)(F)F)cc3)ccc2O[C@H]1CN(C)Cc1ccc(Oc2ccccc2)cc1	.	1.6
COc1ccc(NC(=O)N(C)C[C@@H]2Oc3ccc(NC(=O)Nc4cccc5ccccc45)cc3CC(=O)N([C@H](C)CO)C[C@@H]2C)cc1	.	-8.7
C[C@H](CO)N1C[C@H](C)[C@H](CN(C)Cc2ccc(C(=O)Nc3ccccc3N)cc2)Oc2ccc(N(C)C)cc2CC1=O	0	-0.4
CC(=O)n1cc([C@H]2C=C(C(=O)N3CCN(C)CC3)O[C@@H](OCc3ccc(CO)cc3)C2)c2ccccc21	-3	.
COc1cccc(C#Cc2ccc3c(c2)O[C@H](CN(C)C)[C@H](C)CN([C@H](C)CO)S3(=O)=O)c1	.	-0.1
O=C(Cn1nc(-c2cccc([N+](=O)[O-])c2)c2ccccc2c1=O)Nc1cccc(Cl)c1	-22	-0.1
COc1ccc(CN(C)C[C@@H]2Oc3ccc(NS(=O)(=O)c4ccc(OC)cc4)cc3CC(=O)N([C@H](C)CO)C[C@H]2C)cc1	.	-1.9
C[C@@H]1CN([C@@H](C)CO)C(=O)c2cccc(NS(=O)(=O)c3ccc(F)cc3)c2O[C@H]1CN(C)C(=O)Nc1ccc(C(F)(F)F)cc1	.	1.9
CCOC(=O)c1ccccc1NC(=O)COc1ccccc1Br	23	-0.3

# (further entries)
Molecule	PRC2 inh	IDH1 R132H inh
Cc1nn2c3ccccc3n(C)c2c1C(=O)CN1CCOCC1	-1	-0.7
CC(C)NC(=O)NCC[C@@H]1CC[C@H](NS(=O)(=O)c2ccc(-c3ccccc3)cc2)[C@H](CO)O1	12	0.0
O=C(CSc1nnnn1-c1ccccc1)Nc1ccc(Cl)c(C(=O)O)c1	3	0.3
O=C(CSc1nc(-c2ccccc2)cc(=O)[nH]1)Nc1cccc(Cl)c1Cl	47	0.1
CN(C)c1ccc2c(c1)[C@@H]1C[C@H](CC(=O)N3CCc4ccccc4C3)O[C@@H](CO)[C@@H]1O2	-12	-1.2
Cc1ccc(S(=O)(=O)Nc2cccc3c2O[C@@H](CN(C)C(=O)Nc2ccccc2)[C@H](C)CN([C@H](C)CO)C3=O)cc1	3	1.3
Cc1ccccc1-c1ccc2c(c1)O[C@@H](CN(C)C(=O)Nc1ccc(C(F)(F)F)cc1)[C@@H](C)CN([C@@H](C)CO)S2(=O)=O	-27	-2.9
CC1CCCC(C)N1NC(=O)c1ccc(Cl)c(S(N)(=O)=O)c1 (stereo not drawn)	.	0.3
COc1ccc(S(=O)(=O)N(C)C[C@@H]2Oc3ccc(NC(=O)NC(C)C)cc3CC(=O)N([C@H](C)CO)C[C@@H]2C)cc1	.	-1.3
C=C1CCC(C)C(C)(CCC2=CC(=O)OC2O)C/C=C\C=C/1C(=O)O (stereo not drawn)	.	0.5

# Molecules from the list above that contain a COOH group (five):
Molecule	PRC2 inh	IDH1 R132H inh
C[C@@H]1CN([C@H](C)CO)C(=O)c2cc(NC(=O)Nc3cccc4ccccc34)ccc2O[C@H]1CN(C)Cc1ccc(C(=O)O)cc1	1	.
C[C@@H]1CN([C@H](C)CO)C(=O)c2cc(-c3ccc(F)cc3)cnc2O[C@H]1CN(C)Cc1ccc(C(=O)O)cc1	-19	-0.4
C[C@H]1CN([C@@H](C)CO)C(=O)c2cc(NC(=O)Cc3ccccc3)ccc2O[C@H]1CN(C)Cc1ccc(C(=O)O)cc1	-4	-0.3
O=C(CSc1nnnn1-c1ccccc1)Nc1ccc(Cl)c(C(=O)O)c1	3	0.3
C=C1CCC(C)C(C)(CCC2=CC(=O)OC2O)C/C=C\C=C/1C(=O)O (stereo not drawn)	.	0.5

# Other results
Molecule	PRC2 inh	IDH1 R132H inh
CO[C@H]1CN(C)C(=O)c2cc(NC(=O)C3CCCC3)ccc2OC[C@@H](C)N(CCC(F)(F)F)C[C@H]1C	11	0.4
C[C@H](CO)N1C[C@H](C)[C@@H](CN(C)Cc2ccccc2)Oc2cc(C#CC(C)(C)O)ccc2S1(=O)=O	-5	.
O=S(=O)(N[C@H]1CC[C@H](CCn2cc(-c3ccccn3)nn2)O[C@@H]1CO)c1cccc(Cl)c1	-4	0.3
O=C(NCC[C@H]1CC[C@@H](NC(=O)c2cccnc2)[C@H](CO)O1)Nc1ccc(F)cc1	2	0.1
Cn1nc(CC(=O)Nc2ccc(OC(=O)c3ccccc3)cc2)c2ccccc2c1=O	-19	0.9
CCC(=O)N(C)C[C@@H]1Oc2cc(C#CC3(O)CCCC3)ccc2S(=O)(=O)N([C@H](C)CO)C[C@H]1C	-10	2.0
C[C@@H]1CCCCO[C@H](CN(C)Cc2ccc3c(c2)OCO3)[C@@H](C)CN([C@H](C)CO)C(=O)c2cc(NC(=O)Nc3cccc4ccccc34)ccc2O1	.	1.4
C[C@H](CO)N1C[C@H](C)[C@@H](CN(C)CC2CC2)Oc2c(NS(=O)(=O)c3ccccc3)cccc2C1=O	7	0.2
Cc1cc(SCC(=O)Nc2cccc(Br)c2)nc2c(C)cccc12	6	0.0
COc1ccccc1S(=O)(=O)N[C@@H]1CC[C@@H](CCNC(=O)C2CCC2)O[C@@H]1CO	9	0.5

# Further structures
Molecule	PRC2 inh	IDH1 R132H inh
Cc1ccc(S(=O)(=O)N(C)C[C@@H]2Oc3c(cccc3N(C)C)C(=O)N([C@@H](C)CO)C[C@H]2C)cc1	2	-1.3
CCCN1C[C@@H](C)[C@@H](OC)CN(C)C(=O)c2ccc(NC(=O)c3ccc(F)cc3)cc2OC[C@H]1C	-24	.
C[C@@H]1CCCCO[C@H](CN(C)Cc2ccc(Cl)c(Cl)c2)[C@@H](C)CN([C@@H](C)CO)C(=O)c2cc(NS(=O)(=O)c3ccc(Cl)cc3)ccc2O1	.	0.7
C[C@@H]1CN([C@H](C)CO)C(=O)c2cccc(NS(=O)(=O)c3ccc(Cl)cc3)c2O[C@@H]1CN(C)S(=O)(=O)c1cn(C)cn1	.	1.4
C[C@@H]1CN([C@H](C)CO)C(=O)c2cc(NC(=O)Cc3ccccc3)ccc2O[C@@H](C)CCCCO[C@@H]1CN(C)C(=O)C1CCCCC1	.	-3.3
O=C(C[C@@H]1C[C@H]2c3cc(NS(=O)(=O)c4ccccc4)ccc3O[C@H]2[C@H](CO)O1)NC1CCCC1	0	0.6
CCOC(=O)c1c(NC(=O)c2cccc(S(=O)(=O)N3CCCCCC3)c2)sc2c1CCC2	11	0.1

# An excerpt; rates above refer to the full screens.
